From PubChem
IDH1 mut inh: IDH1 R132H (human) inhibition. O75874. IDH1 R132H reductase, diaphorase/resazurin fluorescence, 60 min. inhibition, % at 10 µM. actives 0.18% (n = 70,000). AID 624101; in the data active = inhibition above about 34%;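 note: 0% = DMSO and 100% = no enzyme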
EZH2 inh: inhibitors of human EZH2/PRC2 methyltransferase; Q15910; inhibition, % at 12.5 µM; AID 651548; PRC2 H3K27 methylation, DELFIA TRF, 1 h; actives 0.35% (n = 57,000);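 active = mean inhibition of replicates at least 50% and every single replicate also reaching 50%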;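 note: dimethyl H3K27 on biotinylated H3 21-44 peptide detected by antibody; plate controls were median neutral control wells for no effect and median positive control wells for full effect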
Target sequence (Q15910 whole entry, looked up): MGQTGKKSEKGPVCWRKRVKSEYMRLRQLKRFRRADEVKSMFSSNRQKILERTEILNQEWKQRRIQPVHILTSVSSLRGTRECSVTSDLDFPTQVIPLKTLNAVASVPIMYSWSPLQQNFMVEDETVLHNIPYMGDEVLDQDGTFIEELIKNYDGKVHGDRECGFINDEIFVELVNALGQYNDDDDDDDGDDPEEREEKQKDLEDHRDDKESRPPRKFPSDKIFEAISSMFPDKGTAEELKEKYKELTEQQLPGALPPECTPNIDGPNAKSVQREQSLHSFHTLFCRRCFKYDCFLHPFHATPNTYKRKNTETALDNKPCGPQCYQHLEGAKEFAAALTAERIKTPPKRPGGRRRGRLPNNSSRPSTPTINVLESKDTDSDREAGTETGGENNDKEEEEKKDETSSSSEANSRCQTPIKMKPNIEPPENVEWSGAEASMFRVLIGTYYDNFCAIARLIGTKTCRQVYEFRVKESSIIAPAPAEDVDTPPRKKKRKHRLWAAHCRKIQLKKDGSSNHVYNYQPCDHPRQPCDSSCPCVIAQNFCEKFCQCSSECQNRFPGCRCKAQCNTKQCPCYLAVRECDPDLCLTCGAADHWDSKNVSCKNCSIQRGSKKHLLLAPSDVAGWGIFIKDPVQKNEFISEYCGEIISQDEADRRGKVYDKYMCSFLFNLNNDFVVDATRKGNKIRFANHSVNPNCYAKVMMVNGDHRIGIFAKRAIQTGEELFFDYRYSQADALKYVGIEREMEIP
The depositor's hits bear a star; · = not tested or not shown. These rows are one share of the data (hit frequency here may not be typical).

The line under a structure holds: IDH1 mut inh, EZH2 inh
> C[C@@H]1CN([C@@H](C)CO)C(=O)c2c(c3ccccc3n2C)-c2ccccc2CO[C@H]1CN(C)S(=O)(=O)c1ccsc1
→ ·, -21
> COCC(=O)Nc1ccc2c(c1)[C@@H]1C[C@@H](CC(=O)NCc3ccc(OC)cc3)O[C@H](CO)[C@@H]1O2
→ -0.3, -4
> COc1cccc(NC(=O)N[C@H]2C=C[C@@H](CC(=O)N3CCCCC3)O[C@@H]2CO)c1
→ -0.1, 7
> Cc1cc(C)c(OCC(O)Cn2cnc3ccccc32)c(C)c1 (centres undefined)
→ 0.3, ·
> C[C@@H]1CN([C@@H](C)CO)S(=O)(=O)c2ccc(C3=CCCC3)cc2O[C@@H]1CN(C)Cc1ccccc1
→ 2.3, 31
> COc1ccc(OCC(=O)Nc2ccc(NC(=O)c3ccco3)c(OC)c2)cc1
→ 0.0, 9
> COc1ccccc1-c1cnc2c(c1)C(=O)N([C@@H](C)CO)C[C@@H](C)[C@@H](CN(C)Cc1ccncc1)O2
→ 19, -1
> COc1ccc(C#Cc2ccc3c(c2)O[C@H](CN(C)C(C)=O)[C@@H](C)CN([C@@H](C)CO)S3(=O)=O)cc1
→ 0.3, ·
> O=C(O)CCN1C(=O)c2ccc(NC(=O)c3ccco3)cc2C1=O
→ 1.1, -20
> O=C(C[C@H]1CC[C@H](NC(=O)Cc2ccccn2)[C@@H](CO)O1)NCCCN1CCOCC1
→ 0.2, -3
> Cc1ccc(S(=O)(=O)Nc2cccc3c2O[C@H](CN(C)Cc2ccc(Cl)c(Cl)c2)[C@H](C)CN([C@H](C)CO)C3=O)cc1
→ 2.0, ·
> C[C@@H]1CN([C@H](C)CO)C(=O)c2cc(NC(=O)CCCN(C)C)ccc2O[C@@H](C)CCCCO[C@@H]1CN(C)S(=O)(=O)c1ccccc1
→ 1.6, ·
> COc1ccc(NC(=O)CCn2cnc3ccccc3c2=O)cc1OC
→ -0.4, -7
> C[C@@H]1CN([C@@H](C)CO)C(=O)c2cc(C3=CCCCC3)cnc2O[C@@H]1CN(C)Cc1ccccc1
→ -1.0, 0
> C[C@@H]1CN([C@H](C)CO)S(=O)(=O)c2ccc(C#Cc3cccc(F)c3)cc2O[C@@H]1CN(C)S(=O)(=O)c1cn(C)cn1
→ 0.1, -18
> COCC#Cc1cnc2c(c1)C(=O)N([C@H](C)CO)C[C@H](C)[C@H](CN(C)C(=O)C1CC1)O2
→ ·, -13
> Cc1ccc(S(=O)(=O)N[C@@H]2C=C[C@@H](CC(=O)NCc3ccccc3F)O[C@H]2CO)cc1
→ -0.2, 0
> O=C(N/N=C/c1c(O)cc(O)cc1O)c1ccccc1O
→ 0.4, 13
> CO[C@@H](CN(C)S(=O)(=O)c1ccc(Cl)cc1)[C@H](C)CN([C@@H](C)CO)S(=O)(=O)c1cccc(Cl)c1
→ -1.0, 28
> COc1cccc(S(=O)(=O)Nc2ccc3c(c2)[C@@H]2C[C@H](CC(=O)NCc4cccc(F)c4)O[C@@H](CO)[C@@H]2O3)c1
→ -13, -4
> CCC(=O)Nc1ccc2c(c1)C(=O)N(C)C[C@H](OC)[C@H](C)CN(C(=O)Cc1cccnc1)[C@H](C)CO2
→ 0.2, 2
> CCS(=O)(=O)Nc1ccc2c(c1)C(=O)N(C)C[C@H](OC)[C@H](C)CN(C(=O)c1ccc3c(c1)OCO3)[C@@H](C)CO2
→ -0.2, 1
> C[C@H]1CN([C@@H](C)CO)S(=O)(=O)c2ccc(-c3cccnc3)cc2O[C@@H]1CN(C)C(=O)CN(C)C
→ 0.9, 14
> Cc1ccc(S(=O)(=O)NCC[C@H]2CC[C@@H](NC(=O)Nc3ccccc3F)[C@H](CO)O2)cc1
→ -0.2, 9
> C[C@@H]1CCCCO[C@H](CN(C)Cc2ccncc2)[C@@H](C)CN([C@@H](C)CO)C(=O)c2cc(NS(=O)(=O)c3cn(C)cn3)ccc2O1
→ 7.8, ·
> C[C@@H]1CN([C@H](C)CO)C(=O)c2cc(NC(=O)Nc3cccc4ccccc34)ccc2O[C@@H]1CN(C)Cc1ccccc1
→ -0.1, -9
> C[C@@H]1CN([C@H](C)CO)C(=O)c2cc(C#Cc3ccc(F)cc3)cnc2O[C@H]1CN(C)C(=O)c1ccccc1F
→ -0.2, ·
> O=C(C[C@H]1CC[C@H](NS(=O)(=O)c2ccc(F)cc2)[C@H](CO)O1)NCc1ccncn1
→ 0.1, 4
> CCC(=O)N(C)C[C@@H]1Oc2ncc(C#C[C@H](C)O)cc2C(=O)N([C@H](C)CO)C[C@H]1C
→ 0.8, 0
> COCC#Cc1cnc2c(c1)C(=O)N([C@H](C)CO)C[C@H](C)[C@H](CN(C)Cc1ccc3c(c1)OCO3)O2
→ 0.8, 3
> COc1ccc(-c2cn(CC[C@@H]3CC[C@H](NC(=O)NC(C)C)[C@@H](CO)O3)nn2)cc1
→ 0.1, 4
> C[C@H](CO)N1C[C@H](C)[C@@H](CN(C)CC2CCCCC2)Oc2c(NS(=O)(=O)c3ccc(F)cc3)cccc2C1=O
→ 0.4, 7
> CO[C@H]1C[C@H](O[C@H]2[C@H](C)[C@@H](O[C@@H]3O[C@H](C)C[C@H](N(C)C)[C@@H]3OC(C)=O)[C@@H](C)C[C@]3(CO3)C(=O)[C@H](C)[C@@H](OC(C)=O)[C@@H](C)[C@@H](C)OC(=O)[C@@H]2C)O[C@@H](C)[C@@H]1OC(C)=O
→ 0.2, 4
> C[C@H](CO)N1C[C@H](C)[C@@H](CN(C)Cc2ccc(-c3ccccc3)cc2)Oc2ccc(NC(=O)NC3CCCCC3)cc2C1=O
→ -1.7, ·
> CCC(=O)N1C[C@@H](C)[C@@H](OC)CN(C)C(=O)c2cc(NC(=O)c3ccccc3)ccc2OC[C@H]1C
→ -0.2, 7
> C[C@H](CO)N1C[C@H](C)[C@H](CN(C)Cc2ccc3c(c2)OCO3)Oc2ccc(NC(=O)Nc3cccc4ccccc34)cc2C1=O
→ 0.0, -11
> O=C(C[C@@H]1CC[C@H](NC(=O)c2cccc(F)c2)[C@H](CO)O1)NCc1ccc(Oc2ccccc2)cc1
→ -0.2, -4
> C[C@@H]1CN([C@H](C)CO)C(=O)c2cccc(NC(=O)c3ccncc3)c2O[C@H]1CN(C)CC1CCCCC1
→ 2.4, -6
> CN1C2CC(OC(=O)C(CO)c3ccccc3)CC1C1OC12 (centres undefined)
→ -0.5, ·
> O=C(NO)c1cccc(C(=O)N/N=C/c2cccc(Oc3ccccc3)c2)c1
→ 0.5, -42
> Cc1ccc(S(=O)(=O)N[C@@H]2CC[C@H](CCNC(=O)Cc3ccccn3)O[C@@H]2CO)cc1
→ 0.3, 2
> CC(C)CC#Cc1cnc2c(c1)C(=O)N([C@H](C)CO)C[C@@H](C)[C@H](CN(C)C(=O)c1ccc(F)cc1)O2
→ 0.1, ·
> C[C@@H]1CN([C@H](C)CO)C(=O)c2cc(NC(=O)NC3CCCCC3)ccc2O[C@@H](C)CCCCO[C@@H]1CN(C)S(=O)(=O)c1ccc(Cl)cc1
→ -0.4, ·
> O=C(C[C@@H]1C[C@@H]2c3cc(NC(=O)C4CCOCC4)ccc3O[C@@H]2[C@H](CO)O1)NCc1ccc(Oc2ccccc2)cc1
→ 0.4, 7
> C/C=C1/[C@H](O[C@@H]2O[C@H](CO)[C@@H](O)[C@H](O)[C@H]2O)OC=C(C(=O)OC)[C@H]1CC(=O)OCCc1ccc(O)cc1
→ -0.3, ·
> CCCN(C)C[C@@H]1Oc2ncc(-c3cccc(C(=O)N(C)C)c3)cc2C(=O)N([C@@H](C)CO)C[C@H]1C
→ -0.9, 7
> CCC(=O)Nc1ccc2c(c1)C(=O)N(C)C[C@@H](OC)[C@H](C)CN(C(=O)NC(C)C)[C@@H](C)CO2
→ 0.0, -6
> CO[C@H]1O[C@H](CO)[C@@H](OC(=O)Nc2ccccc2)[C@H](OC(=O)Nc2ccc3c(c2)OCO3)[C@@H]1OC(=O)Nc1ccc2c(c1)OCO2
→ ·, -31
> C[C@@H]1CN([C@H](C)CO)C(=O)c2cc(NC(=O)CCN3CCOCC3)ccc2O[C@H]1CN(C)Cc1ccc(-c2ccccc2)cc1
→ 0.6, -2
> O=C(C[C@@H]1C=C[C@H](NC(=O)CN2CCOCC2)[C@@H](CO)O1)NCCc1ccccc1
→ 0.2, 6
> C[C@@H]1CCCCO[C@@H](CN(C)C(=O)Nc2cccc3ccccc23)[C@H](C)CN([C@H](C)CO)C(=O)c2cc(N(C)C)ccc2O1
→ 0.3, -5
> O=S(=O)(N[C@H]1CC[C@H](CCn2cc(-c3cccc(F)c3)nn2)O[C@H]1CO)c1ccccc1
→ 0.0, 30
> O=C(CN1C(=O)COc2ccc(Cl)cc21)Nc1ccc([N+](=O)[O-])cc1
→ 0.1, -22
> CO[C@@H]1CN(C)C(=O)c2ccc(NC(=O)Nc3cccc(F)c3)cc2OC[C@H](C)N(C(=O)Nc2c(C)noc2C)C[C@H]1C
→ -0.1, 1
> O=C(CC1CC1)Nc1ccc2c(c1)[C@@H]1C[C@@H](CC(=O)N3CCCCC3)O[C@H](CO)[C@@H]1O2
→ -0.6, -8
> Cc1ccc(NC(=O)CNS(=O)(=O)c2ccccc2)c(C)c1
→ -0.7, 0
> Cc1ccc2c(CC(=O)Nc3cccc([N+](=O)[O-])c3)coc2c1C
→ -0.4, 51*
> COc1cccc(C=NC=Nc2cccc(OC)c2)c1
→ -1.1, 0
> O=C(CC1CC1)N[C@H]1CC[C@@H](CCNS(=O)(=O)c2ccc(F)cc2)O[C@H]1CO
→ -0.2, 11
> COCC(=O)N(C)C[C@@H]1Oc2ncc(C#CC(C)(C)O)cc2C(=O)N([C@H](C)CO)C[C@H]1C
→ 0.4, 3

2 records drawn at random from those above:
The line under a structure holds: IDH1 mut inh, EZH2 inh
> O=S(=O)(N[C@H]1CC[C@H](CCn2cc(-c3cccc(F)c3)nn2)O[C@H]1CO)c1ccccc1
→ 0.0, 30
> COCC(=O)N(C)C[C@@H]1Oc2ncc(C#CC(C)(C)O)cc2C(=O)N([C@H](C)CO)C[C@H]1C
→ 0.4, 3

(continued)
SMILES | IDH1 mut inh | EZH2 inh
CCO[C@@H]1OC(C(=O)NCc2ccccc2)=C[C@H](C(C)(C)C)[C@H]1CCCO | · | 7
O=C(OCC1=C[C@@H](O)[C@@H]2C=CO[C@@H](O[C@@H]3O[C@H](CO)[C@@H](O)[C@H](O)[C@H]3O)[C@H]12)c1ccc(O)cc1 | 0.2 | ·
C[C@@H]1CN([C@H](C)CO)C(=O)c2cccc(NC(=O)C3CCOCC3)c2O[C@@H]1CN(C)S(=O)(=O)c1ccc(Cl)cc1 | -2.0 | -1
Cc1cccc(NC(=O)CNS(=O)(=O)c2ccc(Br)cc2)c1 | -0.4 | -5
C[C@H]1CN([C@@H](C)CO)S(=O)(=O)c2ccc(-c3ccc(F)cc3)cc2O[C@@H]1CN(C)C(=O)C1CCOCC1 | · | -3
COc1ccc(NC(=O)N(C)C[C@@H]2Oc3ccc(N(C)C)cc3C(=O)N([C@@H](C)CO)C[C@H]2C)cc1 | -2.6 | -5
Cc1noc(C)c1NC(=O)N(C)C[C@H]1Oc2ncc(/C=C/c3ccccc3)cc2C(=O)N([C@H](C)CO)C[C@H]1C | -4.7 | -23
Cc1noc(C)c1NC(=O)N(C)C[C@@H]1OCCCC[C@@H](C)Oc2ccc(NS(=O)(=O)c3ccc(Cl)cc3)cc2C(=O)N([C@H](C)CO)C[C@@H]1C | -0.2 | ·
Cc1ccc([N+](=O)[O-])cc1N(CC(=O)Nc1ccc(I)cc1)S(C)(=O)=O | 0.0 | 15
C[C@H](CO)N1C[C@H](C)[C@H](CN(C)Cc2cccc(F)c2)Oc2cc(C#Cc3ccccn3)ccc2S1(=O)=O | · | 42
C/C=C/c1ccc2c(c1)O[C@@H](CN(C)C(=O)COC)[C@@H](C)CN([C@H](C)CO)S2(=O)=O | -4.8 | 0
O=C(COc1ccc(C2CCCCC2)cc1)Nc1cccc(-c2nc3ncccc3o2)c1 | 0.0 | -2

The last 2 entries of the section before are carried over, then new ones follow:
SMILES | IDH1 mut inh | EZH2 inh
C/C=C/c1ccc2c(c1)O[C@@H](CN(C)C(=O)COC)[C@@H](C)CN([C@H](C)CO)S2(=O)=O | -4.8 | 0
O=C(COc1ccc(C2CCCCC2)cc1)Nc1cccc(-c2nc3ncccc3o2)c1 | 0.0 | -2
COC(=O)CCCC(=O)Nc1ccc([N+](=O)[O-])cc1 | 0.2 | 1
C[C@@H]1CN([C@@H](C)CO)C(=O)c2cccc(NS(=O)(=O)c3ccc(F)cc3)c2O[C@@H]1CN(C)CC1CC1 | · | 3
COc1ccc(S(=O)(=O)N(C)C[C@@H]2OCCCC[C@@H](C)Oc3ccc(NC(=O)CCCN(C)C)cc3C(=O)N([C@H](C)CO)C[C@H]2C)cc1 | -0.8 | ·
C[C@H](CO)N1C[C@H](C)[C@H](CN(C)C(=O)Nc2cccc3ccccc23)Oc2ccc(NS(=O)(=O)c3ccccc3)cc2CC1=O | 0.5 | ·
O=C(CSc1nc2ccccc2c(=O)[nH]1)Nc1ccc(Br)cc1 | 0.5 | -6
CCC(=O)Nc1ccc2c(c1)C(=O)N(C)C[C@H](OC)[C@H](C)CN(C(=O)COC)[C@H](C)CO2 | -0.1 | 9
Cc1noc(C)c1NC(=O)N(C)C[C@H]1Oc2ccc(NC(=O)Cc3ccccc3)cc2C(=O)N([C@@H](C)CO)C[C@H]1C | -1.3 | -4
CNC[C@H]1Oc2cc(-c3cccc(C(=O)N(C)C)c3)ccc2S(=O)(=O)N([C@@H](C)CO)C[C@H]1C | 3.3 | -3
COC(=O)c1ccn(COc2ccccc2Cl)n1 | 0.0 | -5
Cc1ccc(C)c(OCC(=O)Nc2cc(C(=O)O)cc(C(=O)O)c2)c1 | -0.3 | 1

Ordered by count of non-hydrogen atoms (lowest first): three of the compounds above
SMILES | IDH1 mut inh | EZH2 inh
O=C(N/N=C/c1c(O)cc(O)cc1O)c1ccccc1O | 0.4 | 13
CN1C2CC(OC(=O)C(CO)c3ccccc3)CC1C1OC12 (centres undefined) | -0.5 | ·
C[C@@H]1CN([C@H](C)CO)C(=O)c2cccc(NC(=O)C3CCOCC3)c2O[C@@H]1CN(C)S(=O)(=O)c1ccc(Cl)cc1 | -2.0 | -1
